High-throughput results from PubChem.
CHRM4 agonist: agonists of human muscarinic M4 receptor (CHRM4); activation, % at 3 µM; P08173; CHO-K1 hM4/Gqi5, Fluo-8 calcium fluorescence; vehicle 0%, full acetylcholine response 100%; hit rate 0.14% among 360,000;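 active = activation above the run mean over all test wells plus 3 SD, cut at about 32% in these data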;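 also: peak over basal fluorescence ratio per well then scaled between controls; 0% = DMSO wells and 100% = acetylcholine at EC100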
Target sequence (P08173 whole entry, looked up): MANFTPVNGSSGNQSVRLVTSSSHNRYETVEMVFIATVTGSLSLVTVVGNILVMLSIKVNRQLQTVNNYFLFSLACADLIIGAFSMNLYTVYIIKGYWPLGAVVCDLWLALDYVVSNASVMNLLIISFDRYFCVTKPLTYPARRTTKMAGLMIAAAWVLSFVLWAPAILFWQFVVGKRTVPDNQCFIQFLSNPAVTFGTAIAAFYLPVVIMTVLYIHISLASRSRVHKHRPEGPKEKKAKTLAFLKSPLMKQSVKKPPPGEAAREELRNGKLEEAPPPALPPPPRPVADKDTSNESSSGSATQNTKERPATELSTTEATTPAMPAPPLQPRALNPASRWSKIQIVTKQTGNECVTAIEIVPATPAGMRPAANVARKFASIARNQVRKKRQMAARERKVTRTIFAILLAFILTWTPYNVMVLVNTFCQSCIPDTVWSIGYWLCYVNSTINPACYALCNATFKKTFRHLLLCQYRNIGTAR
M5 PAM: positive allosteric modulators of human muscarinic M5 receptor; P08912; CHO-K1 hM5, Fluo-8 calcium, ACh EC20 PAM; 0% = ACh EC20, 100% = ACh EC100; activation, % at 3 µM; hit rate 0.3% among 360,000;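 active = activation above the run cutoff, the mean activation of all test compounds plus 3 SD, cut at about 18% in these data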
Target sequence (P08912 whole entry, looked up): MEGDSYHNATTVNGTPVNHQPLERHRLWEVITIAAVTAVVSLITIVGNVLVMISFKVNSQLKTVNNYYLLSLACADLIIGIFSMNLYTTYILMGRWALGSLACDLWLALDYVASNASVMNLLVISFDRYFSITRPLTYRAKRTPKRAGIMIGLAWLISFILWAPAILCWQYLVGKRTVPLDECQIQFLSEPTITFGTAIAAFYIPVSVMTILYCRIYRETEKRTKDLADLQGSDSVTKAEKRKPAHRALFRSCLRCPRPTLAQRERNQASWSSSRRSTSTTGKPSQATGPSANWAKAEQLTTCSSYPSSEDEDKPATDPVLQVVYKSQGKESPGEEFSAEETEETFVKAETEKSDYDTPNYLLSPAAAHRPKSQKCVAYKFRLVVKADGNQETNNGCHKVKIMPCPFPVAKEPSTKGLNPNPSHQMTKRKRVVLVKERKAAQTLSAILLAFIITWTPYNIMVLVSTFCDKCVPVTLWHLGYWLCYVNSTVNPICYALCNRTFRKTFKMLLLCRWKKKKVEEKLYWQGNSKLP
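System: CHO-K1 cell line with stable human muscarinic M5 receptor expression | Also added: EC20 acetylcholine as agonist stimulus | Compound: One concentration, 3 µM final (nominal) | Timing: Fluo-8 loading 80 min at 37 °C plus 30 min room temperature | Measured by: Fluo-8 calcium dye fluorescence, kinetic read | Read-out basis: % activation, ACh-normalized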
CHRM5 agonist: CHRM5 agonism in calcium assay; hit rate 0.19% among 360,000; P08912; CHO-K1 hM5 cells, Fluo-8 calcium fluorescence; 0% DMSO wells, 100% maximal acetylcholine response; activation, % at 3 µM;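 active = activation above the run's mean over test compounds plus 3 SD, cut at about 23% in these data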;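 also: signal is peak over basal fluorescence ratio across the kinetic read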
CHO-K1 Ca PAM: M1 PAM counterscreen hit in parental CHO-K1 cells. activation, % at 3 µM. hit rate 0.02% among 360,000. ATP EC20, Fluo-8 calcium fluorescence; 0% at ATP EC20, 100% at ATP max. AID 602247;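 active = activation above the run cutoff, the mean activation of all test compounds plus 3 SD, cut at about 40% in these data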;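 also: peak over basal fluorescence ratio in a 140 s read after ATP addition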
CHO-K1 Ca antag: counter-screen for M1 antagonists: effect in parental CHO-K1 cells; ATP-induced calcium, Fluo-8 fluorescence; inhibition, % at 3 µM; hit rate 0.6% among 360,000;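 active = inhibition above a per-plate cutoff, the plate's mean sample inhibition plus 3 SD, cut at about 24% in these data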;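 also: 0% = DMSO plus EC80 ATP and 100% = DMSO alone without ATP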
CHO-K1 Ca ag: M1 agonist counterscreen hit in parental CHO-K1 cells | Fluo-8 calcium fluorescence; scaled to maximal ATP response, vehicle zero | activation, % at 3 µM | hit rate 0.48% among 360,000 | AID 602248; in the data active = activation above about 15%;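 also: untransfected CHO-K1 host cells lacking M1 receptor as counterscreen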
M4 PAM: CHRM4 positive allosteric modulation | P08173 | hit rate 0.4% among 360,000 | activation, % at 3 µM | CHO-K1 hM4/Gqi5, Fluo-8 calcium fluorescence, ACh EC20; 0% = ACh EC20, 100% = maximal ACh;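 active = activation above its plate's cutoff, the mean activation of sample wells plus 3 SD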; also: some results filed as inactive read as strong as hits
M4 antag: CHRM4 antagonism in calcium assay | P08173 | CHO-hM4 cells, ACh EC80, Fluo-8 calcium fluorescence | inhibition, % at 3 µM | hit rate 0.73% among 360,000;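 active = inhibition above its plate's cutoff, the mean inhibition of sample wells plus 3 SD, cut at about 27% in these data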;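 also: 0% = acetylcholine EC80 with DMSO and 100% = DMSO without agonist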
M5 antag: CHRM5 antagonism in calcium assay. AID 624040. CHO-hM5 cells, Fluo-8 calcium fluorescence, ACh EC80. P08912. inhibition, % at 3 µM. hit rate 0.59% among 360,000;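 active = inhibition above a per-plate cutoff, the mean of that plate's test compounds plus 3 SD, cut at about 27% in these data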;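 also: 0% = acetylcholine EC80 with DMSO and 100% = DMSO without agonist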
Active calls of the source: *.

SMILES	CHRM4 agonist	M5 PAM	CHRM5 agonist	CHO-K1 Ca PAM	CHO-K1 Ca antag	CHO-K1 Ca ag	M4 PAM	M4 antag	M5 antag
CC1CCCC(NC(=O)CCNC(=O)c2ccc(Cl)cc2)C1C (centres undefined)	0	10	-6	9	-17	0.7	8	-14	2
COc1ccc(CN(Cc2cccn2C)S(=O)(=O)c2ccc(C)cc2)cc1	-1	-7	-1	8	-2	1.1	-10	7	-2
COc1ccc(NC(=O)COc2cccc3c2CCNC3=O)cc1	0	-3	2	2	4	0.9	-3	2	2
Cc1ccc(S(=O)(=O)Nc2nc(C)c(NC(=O)OCCCl)s2)cc1	0	3	0	9	-15	0.7	-1	6	-6
CCCCc1nc(SCC(=O)N2CCCCC2)c2c(=O)n(C)c(=O)n(C)c2n1	9	-1	-4	-5	1	2.0	-3	-2	6
Cc1c(C(=O)Nc2ccc(S(N)(=O)=O)cc2)oc2ccc(Cl)cc12	2	-4	-2	6	1	0.4	12	-8	6
COc1ccc(C(=O)CSc2nn3c(=O)c(C(C)(C)C)nnc3s2)cc1	1	4	1	4	5	0.5	12	8	-6
O=C(N/C(=C\c1ccc(O)cc1)C(=O)N1CCCCC1)c1ccccc1	9	-12	3	-3	14	2.8	-3	1	16
CCCn1c(N)c(C(=O)CSc2nc3ccccc3n2CCC#N)c(=O)n(C)c1=O	1	1	-3	12	-1	1.7	-4	6	-3
CCOC(=O)C(=O)N(C)c1c(CC)nc2c(OCc3ccc(Cl)cc3)cccn12	-1	2	-4	9	-10	-0.3	1	-3	-3

Three compounds from above, arranged by the value under M4 antag, lowest first:
SMILES	CHRM4 agonist	CHRM5 agonist	M4 PAM	M4 antag	M5 antag
CC1CCCC(NC(=O)CCNC(=O)c2ccc(Cl)cc2)C1C (centres undefined)	0	-6	8	-14	2
O=C(N/C(=C\c1ccc(O)cc1)C(=O)N1CCCCC1)c1ccccc1	9	3	-3	1	16
CCCn1c(N)c(C(=O)CSc2nc3ccccc3n2CCC#N)c(=O)n(C)c1=O	1	-3	-4	6	-3

More entries:
SMILES	CHRM4 agonist	M5 PAM	CHRM5 agonist	CHO-K1 Ca PAM	CHO-K1 Ca antag	CHO-K1 Ca ag	M4 PAM	M4 antag	M5 antag
CCOC(=O)/C(C#N)=C/C=C1/C=CC=CN1C	1	14	-6	17	-8	2.0	1	0	-3
CCCNC(=O)CCc1c(C)nc2nc(-c3cc(OC)cc(OC)c3)nn2c1C	1	1	0	3	7	0.6	5	-7	-2
COc1ccccc1OCc1ccc(C(=O)NCC2CCCO2)cc1 (centres undefined)	2	-6	4	1	0	0.5	-4	9	2
COC(=O)/C(=C\C(=O)c1ccc([N+](=O)[O-])cc1)Nc1ccc(OC)cc1	1	-3	-2	8	6	7.1	-2	3	1
CC(=O)Nc1ccc(S(=O)(=O)Nc2ccc3c(c2)n(C)c(=O)n3C)c(C)c1	-1	5	-2	11	-7	-0.2	-5	-1	5
Nc1c(C=C2C=CC(=O)C=C2)c(=O)nc2snc(SCc3ccccc3)n12	1	9	0	22	-13	1.1	-1	15	-1
Cc1c(C(=O)NCCSCc2c(F)cccc2Cl)cnn1-c1ccc(Cl)cc1	3	-3	-1	4	2	1.3	-5	-3	4
Brc1ccc(-n2cc(-c3ccccc3)c3c(NN4CCOCC4)ncnc32)cc1	2	-1	0	19	-5	0.2	-7	-4	1
COc1ccc2nc(N/C(N)=N/C(=S)Nc3cccc(C)c3)nc(C)c2c1	2	1	3	2	-2	0.8	10	-13	-4
Cc1cc(=O)oc2cc(Oc3ccc([N+](=O)[O-])cc3C(F)(F)F)ccc12	3	-5	-7	30	-1	0.6	2	-7	2
COc1ccc(NC(=O)N2CCn3c2nc2ccccc23)cc1	3	-7	0	21	-7	1.1	0	-2	4
O=C1CN(c2ccccc2)C(=S)N1C(=O)c1ccc(Br)cc1	0	2	1	16	2	0.9	-4	-2	9
CCOc1cc(CNCc2ccc3c(c2)OCO3)ccc1OC	1	14	-3	10	-7	-0.1	5	-6	-3
O=C(CSCc1ccc(Cl)cc1)Nc1cccc(C(=O)Nc2ccccc2C(=O)O)c1	-1	-1	0	6	6	-0.3	16	-4	12
O=C(NC(=O)c1c(F)cccc1F)Nc1ccccc1SC(F)F	6	-2	-6	3	-8	1.1	6	-20	0
COc1ccccc1NC(=O)c1ccc(NC(=O)C2CC2C)cc1 (centres undefined)	3	-3	1	7	-17	2.4	0	4	0
O=C(CC(O)(CC(=O)OCc1ccccc1)C(=O)OCc1ccccc1)OCc1ccccc1	5	-19	-4	19	-20	1.7	-5	-19	22
COc1ccc(S(=O)(=O)N2CCN(Cc3c[nH]c4ccccc34)CC2)cc1	5	1	-9	20	-14	0.5	18	1	-2
Cc1ccc(N(CC(=O)NC(C)(C)C)C(=O)CCC(=O)Nc2nccs2)cc1C	2	18	9	10	-2	0.7	10	-11	-18
CC(CCc1ccccc1)NC(=O)CN1CCc2ccccc2C1 (centres undefined)	0	3	1	5	-9	0.7	2	-5	10
C=CCN=C1N[C@@H](c2ccccc2)C(C(=O)OC)=C(C)N1CC	2	6	-8	4	-2	-0.1	13	7	1
Cc1cccc(NC(=O)[C@H](Cc2c[nH]c3ccccc23)NC(=O)[C@@H]2Cc3ccccc3CN2)c1	4	2	3	16	-2	3.1	7	-3	8
Cc1nc2ccccc2nc1N1CCCC1	0	3	0	10	-15	0.8	-2	3	12
CC1CN(C(=S)Nc2ccccc2)N(c2ccccc2)C1 (centres undefined)	0	-3	-3	19	2	6.2	0	-4	2
CC(=O)NC(C)CCc1ccccc1 (centres undefined)	1	-7	-4	11	-3	0.8	-15	3	12
COc1ccc(S(=O)(=O)NCc2csc(-c3cccnc3)n2)cc1	2	-2	2	11	12	6.3	4	-18	-3
O=C(Cc1ccccc1)Nc1nnc(-c2cccs2)s1	1	4	2	23	-20	0.6	11	-2	-4
C[C@H](CO)N1C[C@H](C)[C@@H](CN(C)S(=O)(=O)c2ccccc2F)OCc2cnnn2CCCC1=O	0	2	0	4	3	-0.1	6	4	-4
Cc1ncoc1C(=O)NC1CCCc2c1cnn2-c1cc(F)cc(F)c1 (centres undefined)	1	-3	1	-3	-8	1.3	-5	8	-1
CCOC(=O)N1CCC(n2c(SCC(=O)NCCc3ccc(S(N)(=O)=O)cc3)nc3ccccc3c2=O)CC1	0	5	3	5	-10	0.0	-5	3	1
O=C(O)C(Oc1ccc2ccccc2c1)c1ccccc1 (centres undefined)	9	0	1	11	-9	1.6	-3	5	9
COc1ccc(/C=C(\C#N)C(=O)ONC2=NCCCCC2)cc1	1	3	-2	8	-16	0.6	-6	7	3
O=C(NCc1n[nH]c(=S)n1-c1ccccc1)c1ccco1	1	1	2	11	-9	0.6	-2	-4	-6
CC(C)(CNS(C)(=O)=O)SCc1ccc(Cl)cc1	1	8	0	9	2	0.4	13	0	-15
Cc1cccc(C)c1C(O)c1ncc(-c2ccccc2C(F)(F)F)[nH]1 (centres undefined)	1	-3	-2	8	-2	-0.2	3	3	3
COc1ccc(CC(=O)N2CCN(c3ccccc3OC)CC2)cc1	1	1	-1	16	0	0.0	-2	-2	8
O=c1[nH]cc(CCCc2ccccc2)c(=O)[nH]1	1	-4	0	18	-15	0.5	5	-11	3
CC1(C)C(=O)Nc2ccccc2N1C(=O)COc1ccc(S(=O)(=O)N2CCOCC2)cc1Cl	2	1	1	-1	-9	0.6	-2	2	-4
Cc1ccc(-c2n[nH]c(=S)n2/N=C/c2cccn2C)cc1	0	-2	-8	13	-7	-0.8	11	11	-10
COc1cc2c(cc1C=O)OC(C)C2 (centres undefined)	2	9	-2	2	-7	0.3	3	6	0
O=C(CSc1nnc(CNC(=O)c2ccccc2)o1)Nc1ccc2c(c1)OCO2	1	-1	-2	10	-4	1.3	2	8	14
Cc1ccc(N(CC(=O)NCc2ccccc2)C(=O)c2csnn2)c(C)c1	1	-1	-1	21	-24	1.6	10	-3	-1
C[C@H]1CCCCO[C@H](CN(C)S(=O)(=O)c2cn(C)cn2)[C@@H](C)CN([C@@H](C)CO)C(=O)c2cc(NS(=O)(=O)c3ccccc3)ccc2O1	1	-1	0	13	-9	0.3	8	-8	0
CC(NC(=O)c1ccc(Br)cc1)c1ccc2c(c1)CCCC2 (centres undefined)	2	-11	-5	-3	-7	3.2	-21	-7	-5
CC(=O)Nc1ccc(NC(=O)CSc2nc3ccccc3o2)cc1	3	1	1	11	-3	2.2	4	-8	-8
Cn1cccc1C(=O)NCc1ccc(S(N)(=O)=O)cc1	2	-3	-4	-8	2	1.0	0	2	5
Cc1cc(C(=O)N(C)C2CCCCC2)no1	1	17	2	3	-4	0.7	4	-5	-18
C[C@@H]1CCCCO[C@@H](CN(C)S(=O)(=O)c2ccc(F)cc2)[C@@H](C)CN([C@H](C)CO)C(=O)c2cc(N(C)C)ccc2O1	1	4	-1	18	-7	-0.3	4	-9	-1
CCN(CC)CCN(C(=O)c1cccc(N2C(=O)CCC2=O)c1)c1nc2cc3c(cc2s1)OCO3	1	0	-11	-13	-4	-0.3	1	18	6
Cc1ccn2cc(CCNC(=O)COc3ccccc3)nc2c1	0	5	-1	20	-16	0.5	-13	1	-4
(list continues)
SMILES	CHRM4 agonist	M5 PAM	CHRM5 agonist	CHO-K1 Ca PAM	CHO-K1 Ca antag	CHO-K1 Ca ag	M4 PAM	M4 antag	M5 antag
COc1ccc(CCN2C(=NC(=O)CC(C)C)SC3CS(=O)(=O)CC32)cc1OC (centres undefined)	0	2	8	-4	-13	1.1	-4	-6	4
CC#CCCCC(=O)Nc1cccc(C(=O)O)c1	0	-1	3	9	-8	0.1	-1	4	-6
O=C(O)CS(=O)(=O)CC(=O)O	0	-5	1	-1	4	-0.3	-10	14	4
COc1ccc(CNC(=O)C2CCCN2C(=O)Nc2cccc(Cl)c2)cc1 (centres undefined)	0	-4	1	5	-3	0.3	-3	-6	0
COc1ccc(NC(=O)C/C(C)=N/NC(=O)COc2ccc(OC)cc2)cc1	0	0	-2	6	-6	0.5	-5	5	4
O=C(NNC(=S)NC(=O)c1cccs1)c1ccc(O)cc1	-2	1	-4	19	-10	-0.1	8	4	12
CC(C)(C)C1N=C(c2ccc3ccccc3c2)OC1=O (centres undefined)	1	4	1	-4	3	-0.2	6	-5	11
O=C(NC(=S)NCC1CCCO1)c1ccc(Br)o1 (centres undefined)	1	-2	2	19	-8	0.9	-2	-2	-9
CC(C)CCN1CCC[C@]2(N[C@H](c3ccccc3)[C@@H]3C(=O)N(Cc4ccccc4)C(=O)[C@@H]32)C1=O	2	0	2	-4	15	0.9	2	-13	3
COc1ccc(C(O)c2nc(-c3cccc4cccnc34)cs2)cc1 (centres undefined)	3	0	1	0	10	0.4	6	-5	-2
CCCCCc1nc(N)c(C#N)c(-c2ccco2)c1CCCC	-1	1	-1	22	-11	0.1	6	-5	-5
CCOc1cccc(NC(=O)C2CC(=O)NC(=Nc3ccccc3)S2)c1 (centres undefined)	4	-5	-1	-4	-2	1.4	-6	-10	2
O=C(Nc1ccccc1N1CCCC1)c1cc(=O)[nH]c2ccccc12	6	-2	-1	11	-6	2.5	-4	-9	3
COc1cccc(-c2cc(C(=O)N3CCN(Cc4ccc5c(c4)OCO5)CC3)on2)c1	3	-9	-2	12	-5	0.4	-3	-2	6
